Tb MetRS inh = blocks T. brucei methionyl-tRNA synthetase activity; purified T. brucei MetRS, ATP depletion, Kinase-Glo luminescence; inhibition, % at 11.9 µM; hit rate 0.4% among 360,000; AID 624268;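 active means inhibition above a per-plate cutoff of the control wells' mean inhibition plus 3 SD, cut at about 5.5% in these data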;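 further: 0% = DMSO wells median and 100% = median of wells with control inhibitor compound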
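assay system = parasite MetRS enzyme | timing = 15 min preincubation, 2 h reaction, all 25 °C | evaluation = percent inhibition relative to median high and low control wells | medium = HEPES buffer containing pyrophosphatase, BSA, spermine, DTT | compound = single dose, 11.9 µM final nominal, 0.9% final DMSO | detection = Kinase-Glo luminescence, ATP depletion format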
CSN inh = blocks human CSN-mediated cullin deneddylation; AID 651999; hit rate 0.38% among 360,000; Purified CSN, SCF-Nedd8-OG deneddylation, fluorescence polarization; inhibition, % at 12.5 µM;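 active means pattern-corrected inhibition above about 35%, with an unprinted fluorescence ratio check between 0.5 and 1.5, limit read from the data, passing the limit was not always enough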;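 further: 0% = enzyme with substrate and 100% = substrate without enzyme; some results filed as inactive read as strong as hits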
Target sequence (Q92905 whole entry, looked up, one chain of several): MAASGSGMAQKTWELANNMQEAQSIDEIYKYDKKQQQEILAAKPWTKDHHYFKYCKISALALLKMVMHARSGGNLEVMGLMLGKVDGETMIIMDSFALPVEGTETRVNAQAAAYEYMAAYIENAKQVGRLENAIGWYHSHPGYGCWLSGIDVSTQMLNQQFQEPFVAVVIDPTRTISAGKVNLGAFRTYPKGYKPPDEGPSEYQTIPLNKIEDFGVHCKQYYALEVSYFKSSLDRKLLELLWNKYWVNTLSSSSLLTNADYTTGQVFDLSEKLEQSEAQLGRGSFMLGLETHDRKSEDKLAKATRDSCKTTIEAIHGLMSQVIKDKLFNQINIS
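Assay system: Purified human Csn5 enzyme expressed in HEK293T cells | Amount: Enzyme 0.24 nM | Measured by: Fluorescence polarization readout | Medium: Tris/NaCl/DTT buffer, pH 7.5 | Compound dosing: One concentration, 12.5 µM, 0.25% DMSO | Times: 90 min incubation of compound, enzyme and substrate at room temperature | Control set: no-enzyme wells high, enzyme-with-substrate wells low | Read-out: % inhibition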
Scp-1 inhibitor = inhibitors of human Scp-1 phosphatase. Q9GZU7. Recombinant Scp1, phosphopeptide, malachite green phosphate absorbance. inhibition, % at 20 µM. hit rate 0.88% among 340,000. AID 493091;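 active means inhibition above about 50% at 20 µM, limit read from the data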;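 further: plate controls were DMSO wells with enzyme for no effect and wells lacking enzyme for full effect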
Target sequence (Q9GZU7 76-261 limits assumed): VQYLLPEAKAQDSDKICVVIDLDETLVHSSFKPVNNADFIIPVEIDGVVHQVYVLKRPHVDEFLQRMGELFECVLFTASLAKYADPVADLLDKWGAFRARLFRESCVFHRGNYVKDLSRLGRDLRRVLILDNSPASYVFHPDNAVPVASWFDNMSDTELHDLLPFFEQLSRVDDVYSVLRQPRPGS
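Incubation: 45 min enzyme reaction at room temperature / System: truncated SCP-1 phosphatase (76-261aa) / Reagent: Phospho 17-mer peptide substrate / Buffer or medium: Acidic Tris acetate buffer with magnesium and detergent / Signal: absorbance at 630 nm / Doses: one concentration, 20 µM, with 1.0% DMSO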
SUMO1 PPI mod = alters human SUMO1 binding to SIM partners; P63165; SUMO1 binding to a labelled peptide, TR-FRET, 1 h; inhibition, % at 20 µM; hit rate 0.33% among 360,000; AID 602429; in the data active means inhibition above about 37%
Target sequence (P63165 whole entry, looked up): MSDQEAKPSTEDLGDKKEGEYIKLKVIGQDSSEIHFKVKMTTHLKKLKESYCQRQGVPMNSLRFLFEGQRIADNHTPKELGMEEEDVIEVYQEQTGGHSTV
Rpn11 inh = Rpn11 (human) deubiquitinase inhibition. hit rate 0.59% among 360,000. human 26S proteasome, Ub4-pepOG fluorescence polarization; 20S core pre-blocked with epoxomicin. AID 588493. O00487. calls only at 20 µM;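 active means inhibition at 20 µM, scaled to each plate's controls, above about 33%, limit read from the data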
DNMT1 block = blocks human DNA methyltransferase DNMT1 | P26358 | DNMT1 molecular beacon, Hinp1I cleavage, fluorescence | inhibition (reported as % activation of signal), % at 10 µM | hit rate 0.83% among 360,000 | AID 588458; in the data active means inhibition above about 50%
STEP inh = STEP (human) phosphatase inhibition; P54829; recombinant STEP, OMFP fluorogenic substrate, fluorescence; inhibition, % at 20 µM; hit rate 0.25% among 360,000; AID 588621;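 active means inhibition at 20 µM, scaled per plate between control wells, above about 37%, limit read from the data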;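 further: 0% = DMSO with enzyme and substrate and 100% = substrate only without enzyme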
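material = STEP tyrosine phosphatase | reagent = fluorogenic phosphatase substrate OMFP at 25 µM final | doses = single compound dose of 20 µM, 1% DMSO final | schedule = 20 min reaction, room temperature, in the dark | measured by = fluorescence, 480/540 nm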
NadD block = blocks S. aureus nicotinate mononucleotide adenylyltransferase. purified NadD enzyme, colorimetric absorbance read-out. AID 602399. inhibition, % at 20 µM. hit rate 0.78% among 360,000; in the data active means inhibition above about 26%; further: some compounds past the cut are filed as inactive
LMPTP inh = blocks human LMPTP phosphatase | inhibition, % at 20 µM | P24666 | recombinant LMPTP-A, OMFP fluorogenic substrate, fluorescence intensity | hit rate 0.22% among 360,000;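 active means compounds that cut the enzyme signal by at least half of the control window in the single-dose screen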;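 further: plate controls were DMSO wells with enzyme plus substrate for no effect and substrate without enzyme for full effect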
Target sequence (P24666 whole entry, looked up): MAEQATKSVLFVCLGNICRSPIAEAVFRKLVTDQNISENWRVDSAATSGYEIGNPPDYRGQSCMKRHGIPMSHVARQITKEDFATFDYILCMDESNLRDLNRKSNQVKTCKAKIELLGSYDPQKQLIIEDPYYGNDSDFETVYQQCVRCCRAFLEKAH
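material = LMPTP-A | quantity = 0.625 nM enzyme | reagent = OMFP substrate, 400 µM final | buffer or medium = Bis-Tris pH 6.0, DTT, detergent | detection = endpoint fluorescence intensity from OMFP dephosphorylation | dosing = single 20 µM dose | read-out basis = % inhibition relative to no-enzyme and uninhibited control wells | control set = no-enzyme and uninhibited controls | timing = 50 min at room temperature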
MsrA inh = inhibitors of bovine MsrA. purified bovine MsrA, absorbance read-out. inhibition, % at 15.5 µM. hit rate 0.75% among 360,000; in the data active means inhibition above about 4.5%;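 further: 0% = vehicle wells with enzyme and 100% = reference inhibitor wells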
* hit, by the source's call; i = inactive; x = not tested or not shown.

SMILES	Tb MetRS inh	CSN inh	Scp-1 inhibitor	SUMO1 PPI mod	Rpn11 inh	DNMT1 block	STEP inh	NadD block	LMPTP inh	MsrA inh
CSc1ccccc1OCc1cc(C(=O)N2CCN(c3ncccn3)CC2)no1	-0.1	4	-2	3	i	-5	4	3	1.5	-1.2
CC(C)c1ccc(NC(=O)NC2CCCCC2)cc1	-0.5	0	-9	-1	i	4	-1	-2	1.1	x
COc1ccc(CNCc2ccc3c(c2)OCO3)c(OC)c1OC	-0.2	-2	-14	3	i	-3	-2	-5	-2.0	2.2
Cc1ccc(C(=O)NCC(=O)OCC(=O)c2c(N)n(C)c(=O)n(C)c2=O)s1	0.1	5	13	12	i	9	0	-1	1.8	-0.7
COc1ccc(N2CCN(CCCNC(=O)c3ccc(CS(=O)(=O)c4ccc(Cl)cc4)o3)CC2)cc1	-0.6	1	-7	-3	i	1	-3	-8	0.4	0.4
Cc1cccc(OCC(=O)NCC(=O)N/N=C/c2ccc(N(C)C)cc2)c1	-0.3	4	-9	-4	i	12	2	0	1.1	0.5
CCOC(=O)Cc1c[nH]c2ccccc12	-0.9	0	-5	-4	i	-2	3	-1	0.8	-1.4
CCOC(=O)c1c(-c2ccccc2)csc1NC(=O)c1cc(S(=O)(=O)N2CCOCC2)ccc1C	-0.3	-1	-8	-3	i	-11	2	-1	1.7	0.8
CCCS(=O)(=O)N1CCCC(C(=O)NCCCOCC)C1 (configuration not stated)	-0.9	-2	1	-1	i	2	-1	-4	-0.8	-0.7
O=C(/C=C/[C@H]1O[C@@H](n2cnc3c(NC(=O)c4ccccc4)ncnc32)[C@H](O)[C@@H]1O)NC1CCCCC1	0.1	4	x	2	i	-5	-2	-3	-0.8	-1.4
CCC(C)NS(=O)(=O)c1ccc(S(=O)(=O)N(CCc2ccc(OC)c(OC)c2)Cc2cccs2)cc1 (configuration not stated)	-0.3	1	-10	1	i	-5	3	-5	3.7	3.5
Cc1cccnc1NC1(C(F)(F)F)N=C(c2ccccc2)NC1=O (configuration not stated)	-0.7	0	2	3	i	0	-1	-7	0.3	2.9
CSc1ncccc1C(=O)OCc1ccccc1	-1.4	0	-4	-3	i	-3	-10	-1	-0.8	-0.4
O=C(O)c1ccc(CSCc2c(F)cccc2Cl)o1	0.1	0	-8	-2	i	2	-1	1	-0.8	0.2
COc1ccc(-c2cn3cc(Cl)ccc3n2)cc1OC	-0.5	6	-8	0	i	-5	-1	-3	0.3	1.8
COc1cscc1C(N)=O	-0.6	2	-15	-1	i	3	-1	-3	-1.1	-0.8
CCOC(=O)CCc1c(C)nc2cc(C3CCCN(C(=O)OC(C)(C)C)C3)[nH]n2c1=O (configuration not stated)	-0.1	2	-2	-1	i	4	0	1	0.1	0.1
Cc1ccc(-n2c(=O)c3c(n4cnnc24)-c2ccccc2CC32CCCCC2)cc1	0.0	2	4	-8	i	-7	2	10	0.2	-0.2
NC(=O)C1CN(S(=O)(=O)c2ccc(Cl)cc2F)c2ccccc2O1 (configuration not stated)	-0.8	3	-10	-2	i	-4	-1	-3	-0.4	-0.6
CCCN1CCC(=O)N([C@H](CO)CC(C)C)CC1	-0.1	6	-12	-1	i	1	-2	-6	-1.5	0.5
CCN(CC)S(=O)(=O)c1cc(NC(=O)CNc2cccc(S(=O)(=O)N3CCCC3)c2)ccc1C	-0.5	-2	-1	5	i	-1	0	-6	0.6	x
CCc1nc2ccc(C(=O)Nc3ccc4c(c3)OCO4)cc2nc1CC	-0.8	-5	10	1	i	-6	-1	-1	1.0	0.3
O=C1Cc2ccccc2C(c2ccc(Cl)cc2)N1 (configuration not stated)	-0.8	4	-4	-2	i	1	0	-2	0.8	0.6
CCN1CCN(c2ccc(S(=O)(=O)N3CCOCC3)cc2NC(=O)C2CCC(C(C)(C)C)CC2)CC1 (configuration not stated)	-0.1	1	0	-2	i	-7	1	-5	-1.0	-0.8
CCN(C(=O)c1sc(N)c(C#N)c1C)C1CCCCC1	-0.4	-6	1	2	i	-1	6	8	-2.3	-0.6

Reprinted from the results shown (3 entries):
SMILES	Tb MetRS inh	CSN inh	Scp-1 inhibitor	SUMO1 PPI mod	Rpn11 inh	DNMT1 block	STEP inh	NadD block	LMPTP inh	MsrA inh
CSc1ccccc1OCc1cc(C(=O)N2CCN(c3ncccn3)CC2)no1	-0.1	4	-2	3	i	-5	4	3	1.5	-1.2
CC(C)c1ccc(NC(=O)NC2CCCCC2)cc1	-0.5	0	-9	-1	i	4	-1	-2	1.1	x
COc1ccc(CNCc2ccc3c(c2)OCO3)c(OC)c1OC	-0.2	-2	-14	3	i	-3	-2	-5	-2.0	2.2

Following part.
SMILES	Tb MetRS inh	CSN inh	Scp-1 inhibitor	SUMO1 PPI mod	Rpn11 inh	DNMT1 block	STEP inh	NadD block	LMPTP inh	MsrA inh
CN(C)Cc1c(O)ccc2c1O/C(=C\C=C\c1ccccc1)C2=O	-0.5	28	-7	-30	i	-5	-6	3	2.6	0.5
Cc1ccc(N2C(=O)N(CC(=O)N3CCOCC3)C(=O)C2C)cc1 (configuration not stated)	0.1	-3	2	4	i	-7	3	-2	-0.6	-1.0
S=c1[nH]nc(-c2cc(-c3ccccc3)n[nH]2)n1/N=C/c1ccccc1	-0.1	0	2	2	i	-1	-2	9	0.4	-0.6
COc1ccc(NS(=O)(=O)c2cc(NC(=O)COc3ccccc3F)ccc2OC)cc1	-0.2	-5	-5	5	i	-7	2	-11	1.0	-0.8
COc1c([N+](=O)[O-])c(=O)oc2ccccc12	-0.8	0	-12	7	i	1	0	0	-2.8	2.9
CCc1ccccc1NC(=S)N(Cc1ccc(C(=O)O)cc1)Cc1ccc(OC)c(OC)c1	-0.6	-6	-1	2	i	2	7	-7	-0.4	-0.3
CCC(=O)Nc1cc(-c2nn3c(C)nnc3s2)ccc1C	-0.1	-7	-4	4	i	7	-1	-1	-0.3	-0.7
Cc1ccc(NC(=O)NC2=NN(c3ccccc3)C(=O)/C2=C2/CCCN2C)cc1	-0.1	-1	-1	0	i	-2	-1	3	1.6	1.6
CC1(C)CC(=O)C(C=NCC2CCN(C(=O)Nc3ccc(Cl)c(Cl)c3)CC2)=C(O)C1	-0.6	-6	-5	-1	i	-4	-2	0	-1.6	0.6
O=C(Cn1c(=O)oc2cc(S(=O)(=O)N3CCCCC3)ccc21)N1CCCCC1	0.4	-2	-7	3	i	2	-1	-8	-1.5	1.8
c1ccc(Nc2ncnc3sccc23)cc1	-0.9	6	-4	8	i	-1	-1	0	1.1	0.5
OC(C#CCN1CCCC1)(c1ccccc1)c1cccc(F)c1 (configuration not stated)	-0.9	-10	-4	2	i	-2	-2	-5	2.1	0.5
CCn1nnc(-c2ccccc2NC(=O)c2ccc(-n3cnnn3)cc2)n1	-1.2	-2	-7	8	i	0	0	-5	-1.2	-0.8
CNC(=O)C(=O)NCC1OCCN1S(=O)(=O)c1ccc(C)cc1 (configuration not stated)	-0.5	-2	-8	3	i	0	-3	-3	0.1	0.1
CCCOC(=O)C1=C(C)NC2=C(C(=O)CCC2)C1c1ccc(N(C)C)cc1 (configuration not stated)	-0.3	3	-7	-6	i	-8	-1	2	-0.2	1.6
NC(=O)CSCc1cccc(Br)c1	0.6	5	-10	-3	i	1	4	-2	-1.5	1.3
Cc1cc(NC(=O)CCC(=O)N(CC(=O)NC2CCCC2)Cc2ccc3c(c2)OCO3)no1	0.1	-3	-5	1	i	-1	-1	1	-0.8	0.1
CCC(C)Sc1nnc(CSc2nc(C)cc(C)n2)n1C (configuration not stated)	-0.9	-8	-7	-5	i	18	1	0	-1.6	-1.1
COc1ccc(-c2c(-c3cccc(C)c3)oc3ccc(-c4ccc5c(c4)OCO5)cc23)cn1	-0.3	3	-3	-4	i	7	2	20	1.3	-1.6
CN(C)C(=O)CCc1ccc2c3c([nH]c2c1)[C@]1(CCC2CCCC2)[C@@H](C(=O)N2CCOCC2)C[C@H](CC(=O)NCc2cccc(C(F)(F)F)c2)C(=O)N1CC3	1.1	0	1	1	i	-19	1	-5	2.1	0.4
CCn1c(CC(=O)Nc2ccc(C)cc2)nnc1SCC(=O)N1CCOCC1	0.2	-1	-2	0	i	-1	-1	-8	0.4	0.2
CC1=C(C(N)=O)C(c2cccs2)NC(=S)N1 (configuration not stated)	0.6	-3	-10	3	i	-1	2	-5	1.4	0.0
CNC(=S)Nc1ccc(N2CCN(c3ccc(C(F)(F)F)cn3)CC2)nc1	-0.4	-3	8	1	i	10	9	-8	0.6	0.4
CN(C(=O)c1cccc(NC(=O)Cc2cccc(NC(=O)C3CCCN(C(=O)C4CCCC4)C3)c2)c1)C1CCC1 (configuration not stated)	0.5	4	-4	-1	i	-2	-1	7	-0.2	1.0
COc1ccc(CN(C)C(=O)c2ccc3ccccc3n2)cc1F	-0.1	2	-3	4	i	3	-4	1	-1.3	0.1

(next part)
SMILES	Tb MetRS inh	CSN inh	Scp-1 inhibitor	SUMO1 PPI mod	Rpn11 inh	DNMT1 block	STEP inh	NadD block	LMPTP inh	MsrA inh
CCOc1ccc(N2C(=O)CC(Sc3nc(C)cc(C)n3)C2=O)cc1 (configuration not stated)	-1.3	3	-3	0	i	4	-2	-3	0.1	-0.2
Cc1nn(-c2ccccc2)c(C)c1C(=O)NCCc1ccccc1	-1.1	4	4	8	i	0	1	-1	-0.7	-0.2
CCCOc1ccc(CNC(=O)CCC(=O)n2ncc3cc(C)ccc32)cc1	0.2	1	-7	0	i	10	16	-2	0.1	-0.3
COc1ccc(CC(=O)N2CCN(C(=O)Cc3ccc(OC)cc3)CC2)cc1	0.1	-1	-4	10	i	-5	-1	2	-0.4	-0.2
CCOCCCNC(=O)C1(O)c2cc(Br)ccc2NC(=O)N1c1ccc(C)c(C)c1 (configuration not stated)	-0.4	-2	-7	0	i	3	-1	1	-0.6	-0.4
C[C@]12c3[nH]c4ccc(Cl)cc4c3CCN1C(=O)[C@@H](CC(=O)NCCC1=CCCCC1)C[C@@H]2C(=O)N1CCCCC1	-0.2	-1	-1	2	i	-1	4	3	3.8	-0.1
Cc1cccc(C(=O)N2CCN(S(=O)(=O)c3ccc4c(c3)OCCCO4)CC2)c1[N+](=O)[O-]	0.1	-5	-10	-9	i	-3	3	-3	1.3	-0.1
Cc1nc2ccc(NC(=O)N(C(C)C)C(C)C)cc2s1	-0.1	2	-2	2	i	-5	-3	-7	-0.9	2.6

Compound activity deposited in PubChem by several laboratories.
